Compound activity deposited in PubChem by several laboratories.
SUMO1 PPI mod: alters human SUMO1 binding to SIM partners. P63165. hit rate 0.33% among 360,000. SUMO1 binding to a labelled peptide, TR-FRET, 1 h. inhibition, % at 20 µM; in the data active = inhibition above about 37%
Target sequence (P63165 whole entry, looked up): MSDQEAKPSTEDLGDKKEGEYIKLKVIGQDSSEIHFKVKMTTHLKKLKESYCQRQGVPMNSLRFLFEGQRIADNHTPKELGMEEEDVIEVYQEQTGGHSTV
Tb MetRS inh: blocks T. brucei methionyl-tRNA synthetase activity; inhibition, % at 11.9 µM; AID 624268; purified T. brucei MetRS, ATP depletion, Kinase-Glo luminescence; hit rate 0.4% among 360,000;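 active = inhibition above a per-plate cutoff of the control wells' mean inhibition plus 3 SD, cut at about 5.5% in these data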;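 note: 0% = DMSO wells median and 100% = median of wells with control inhibitor compound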
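Dosing: 11.9 µM compound single dose, 0.9% DMSO; Assay system: purified T. brucei MetRS enzyme; Measured by: Kinase-Glo luciferase luminescence reporting remaining unconsumed ATP; Schedule: 15 min plus 2 h at 25 °C.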
LMPTP inh: LMPTP (human) inhibition; hit rate 0.22% among 360,000; inhibition, % at 20 µM; P24666; recombinant LMPTP-A, OMFP fluorogenic substrate, fluorescence intensity;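 active = compounds that cut the enzyme signal by at least half of the control window in the single-dose screen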;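 note: plate controls were DMSO wells with enzyme plus substrate for no effect and substrate without enzyme for full effect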
Target sequence (P24666 whole entry, looked up): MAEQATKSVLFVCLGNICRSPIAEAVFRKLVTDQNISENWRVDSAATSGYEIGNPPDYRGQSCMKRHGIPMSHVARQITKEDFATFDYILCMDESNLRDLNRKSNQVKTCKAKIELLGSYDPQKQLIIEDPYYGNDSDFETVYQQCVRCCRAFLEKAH
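Test system: LMPTP-A phosphatase enzyme; input: 0.625 nM LMPTP-A final; reagent: OMFP substrate, 400 µM final; compound dosing: 20 µM single dose, 3% DMSO; incubation: 50 min dark incubation at room temperature; measured by: endpoint fluorescence intensity from OMFP dephosphorylation; measure: % inhibition relative to no-enzyme and uninhibited control wells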
MsrA inh: inhibitors of bovine MsrA; purified bovine MsrA, absorbance read-out; inhibition, % at 15.5 µM; hit rate 0.75% among 360,000; in the data active = inhibition above about 4.5%;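 note: 0% = vehicle wells with enzyme and 100% = reference inhibitor wells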
Rpn11 block: inhibitors of human proteasome Rpn11. calls only at 20 µM. AID 588493. O00487. hit rate 0.59% among 360,000. human 26S proteasome, Ub4-pepOG fluorescence polarization; 20S core pre-blocked with epoxomicin;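 active = inhibition at 20 µM, scaled to each plate's controls, above about 33%, limit read from the data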
Target sequence (O00487 whole entry, looked up): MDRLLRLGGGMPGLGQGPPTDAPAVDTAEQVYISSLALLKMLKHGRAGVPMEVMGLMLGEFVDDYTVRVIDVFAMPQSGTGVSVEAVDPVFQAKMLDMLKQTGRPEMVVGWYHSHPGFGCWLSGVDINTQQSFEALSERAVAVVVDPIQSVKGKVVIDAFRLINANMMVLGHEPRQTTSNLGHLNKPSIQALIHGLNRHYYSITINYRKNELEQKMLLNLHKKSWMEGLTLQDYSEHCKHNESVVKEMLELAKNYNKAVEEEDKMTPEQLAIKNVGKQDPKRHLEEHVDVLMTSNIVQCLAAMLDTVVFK
NadD inh: inhibitors of Staphylococcus aureus NadD | purified NadD enzyme, colorimetric absorbance read-out | inhibition, % at 20 µM | hit rate 0.78% among 360,000; in the data active = inhibition above about 26%; note: some compounds past the cut are filed as inactive
Scp-1 inhibitor: Scp-1 (human) phosphatase inhibition; hit rate 0.88% among 340,000; Recombinant Scp1, phosphopeptide, malachite green phosphate absorbance; Q9GZU7; inhibition, % at 20 µM;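 active = inhibition above about 50% at 20 µM, limit read from the data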;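 note: plate controls were DMSO wells with enzyme for no effect and wells lacking enzyme for full effect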
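Test system: SCP-1 phosphatase catalytic domain, residues 76-261 | Compound dosing: One concentration, 20 µM, with 1.0% DMSO | Schedule: 45 min room-temperature reaction, 5 min colour, 30 min stabiliser | Detection: Absorbance at 630 nm | Read-out basis: % inhibition of SCP-1 phosphate liberation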
DNMT1 block: blocks human DNA methyltransferase DNMT1; inhibition (reported as % activation of signal), % at 10 µM; P26358; DNMT1 molecular beacon, Hinp1I cleavage, fluorescence; hit rate 0.83% among 360,000; AID 588458; in the data active = inhibition above about 50%
CSN inh: blocks human CSN-mediated cullin deneddylation | inhibition, % at 12.5 µM | Q92905 | hit rate 0.38% among 360,000 | AID 651999 | Purified CSN, SCF-Nedd8-OG deneddylation, fluorescence polarization;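 active = pattern-corrected inhibition above about 35%, with an unprinted fluorescence ratio check between 0.5 and 1.5, limit read from the data, passing the limit was not always enough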;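 note: 0% = enzyme with substrate and 100% = substrate without enzyme; some results filed as inactive read as strong as hits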
Target sequence (Q92905 whole entry, looked up, one chain of several): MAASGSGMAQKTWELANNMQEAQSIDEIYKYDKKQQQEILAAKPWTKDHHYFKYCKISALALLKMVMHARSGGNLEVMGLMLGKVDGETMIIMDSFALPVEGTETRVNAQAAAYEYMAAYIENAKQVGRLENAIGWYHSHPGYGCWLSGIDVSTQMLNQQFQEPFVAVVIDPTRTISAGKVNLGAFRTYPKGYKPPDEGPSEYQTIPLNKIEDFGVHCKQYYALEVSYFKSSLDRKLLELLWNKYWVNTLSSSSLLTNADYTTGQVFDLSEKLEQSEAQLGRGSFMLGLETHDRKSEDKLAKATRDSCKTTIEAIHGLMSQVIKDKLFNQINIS
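Test system: Human Csn5 produced in HEK293T cells | Compound: 12.5 µM single point | Times: 90 min, room temperature | Signal: Fluorescence polarization readout | Read-out basis: % inhibition of substrate cleavage by Csn5 | Controls: no-enzyme wells high, enzyme-with-substrate wells low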
STEP block: STEP (human) phosphatase inhibition. P54829. recombinant STEP, OMFP fluorogenic substrate, fluorescence. inhibition, % at 20 µM. hit rate 0.25% among 360,000. AID 588621;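 active = inhibition at 20 µM, scaled per plate between control wells, above about 37%, limit read from the data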;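 note: 0% = DMSO with enzyme and substrate and 100% = substrate only without enzyme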
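material = STEP tyrosine phosphatase | reagent = fluorogenic phosphatase substrate OMFP at 25 µM final | doses = single compound dose of 20 µM, 1% DMSO final | schedule = 20 min reaction, room temperature, in the dark | measured by = fluorescence, 480/540 nm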
Starred values were filed as active, the others as inactive; i = inactive; nt = no result given.

The first four entries as a preview:
molecule,SUMO1 PPI mod,Tb MetRS inh,LMPTP inh,MsrA inh,Rpn11 block,NadD inh,Scp-1 inhibitor,DNMT1 block,CSN inh,STEP block
Nc1c(-c2ccccc2)c(CN2CCOCC2)nn1-c1ccc(C(=O)O)cc1,-1,0.6,-0.3,1.4,i,-1,-8,0,-3,-1
O=C(NCCC1CCCCN1S(=O)(=O)c1ccccc1)C(=O)Nc1ccccc1 (configuration not stated),3,-0.4,-0.6,0.0,i,-7,-4,-2,-3,0
CN1CCN(C(=O)CN(c2cc(C(F)(F)F)ccc2Cl)S(C)(=O)=O)CC1,-1,-0.5,-0.9,0.5,i,3,2,-2,-6,-1
CCCS(=O)(=O)c1nc(S(=O)(=O)c2ccc(C)cc2)c(N2CCOCC2)s1,-1,0.5,0.3,0.7,i,-1,-2,-1,-2,-1

Main list (from the top)
molecule,SUMO1 PPI mod,Tb MetRS inh,LMPTP inh,MsrA inh,Rpn11 block,NadD inh,Scp-1 inhibitor,DNMT1 block,CSN inh,STEP block
Nc1c(-c2ccccc2)c(CN2CCOCC2)nn1-c1ccc(C(=O)O)cc1,-1,0.6,-0.3,1.4,i,-1,-8,0,-3,-1
O=C(NCCC1CCCCN1S(=O)(=O)c1ccccc1)C(=O)Nc1ccccc1 (configuration not stated),3,-0.4,-0.6,0.0,i,-7,-4,-2,-3,0
CN1CCN(C(=O)CN(c2cc(C(F)(F)F)ccc2Cl)S(C)(=O)=O)CC1,-1,-0.5,-0.9,0.5,i,3,2,-2,-6,-1
CCCS(=O)(=O)c1nc(S(=O)(=O)c2ccc(C)cc2)c(N2CCOCC2)s1,-1,0.5,0.3,0.7,i,-1,-2,-1,-2,-1
CCCCN(CC)C(=O)c1oc2ccc(S(=O)(=O)N3CCCC3)cc2c1C,5,0.1,0.6,-0.6,i,0,-12,-1,-5,-2
CC(C)CC(c1nnnn1Cc1ccc2c(c1)OCO2)N1CCC(C(N)=O)CC1 (configuration not stated),-1,0.0,-1.2,-0.9,i,-4,-5,0,-12,1
O=C(NCC1CCCO1)c1ccc2c(c1)S(=O)(=O)c1ccccc1C2=O (configuration not stated),-32,-0.2,0.6,-0.6,i,-2,-2,-2,2,0
Cc1cc(C)cc(C(=O)N2CCN=C2c2ccccc2)c1,1,0.0,-0.4,-0.8,i,-1,3,3,4,-3
CCOc1ccccc1/C=C/c1cc(C(=O)O)c2ccccc2n1,-10,-0.7,-2.7,0.5,i,-2,-5,2,-4,-2
CCOC(=O)c1c(NC(=O)c2cccs2)sc2c1CCCC2,-4,-0.2,2.6,-0.9,i,-7,-10,-4,4,0
Cc1cccc(NC(=O)c2nc[nH]c2C(=O)NCCCNC(=O)c2[nH]cnc2C(=O)Nc2cccc(C)c2)c1,6,-0.2,1.6,-1.0,i,16,0,73*,-1,5
O=C(NCc1cccnc1)c1ccccc1[N+](=O)[O-],-8,-1.5,0.4,0.2,i,3,1,-2,0,-1
CN(C)c1ccc(CN(C(=O)COc2ccccc2)C2CCS(=O)(=O)C2)cc1 (configuration not stated),2,-1.6,0.9,0.1,i,1,0,9,0,-3
COc1ccc(S(=O)(=O)N2CCCCC2)cc1NC(=O)c1ccc(OC)c(OC)c1,3,-0.3,0.0,-0.1,i,1,-15,0,0,1
CC(C)CCn1c(Cl)nc2c1c(=O)n(C)c(=O)n2C,1,0.1,-1.2,1.0,i,-2,-7,4,-2,-1
CN(C)c1ccc(C(C(=O)NCC2CCCO2)N(Cc2ccccc2)C(=O)c2snc(C(N)=O)c2N)cc1 (configuration not stated),-12,0.5,0.1,-0.3,i,4,-6,-2,-6,4
O=C(COC(=O)Cc1cccc(C(F)(F)F)c1)Nc1cccc2ccccc12,3,-0.6,3.9,-1.1,i,-2,-3,-7,-7,0
CCCCn1c(=O)[nH]c2c(oc3ccccc32)c1=O,5,0.4,-0.9,-1.3,i,-2,-4,0,3,0
Cc1ccc(/C=N/n2c(=O)c(C(C)(C)C)nn3cnnc23)cc1,-4,0.0,-2.0,-0.2,i,1,1,3,-8,0
Cc1ccccc1OCc1nnc(SCC(=O)NC2CCCCC2)o1,5,-0.6,-1.0,-0.4,i,1,-6,-1,3,-1
COc1ccc2cc(C(=O)N3CCC(Cc4ccccc4)CC3)[nH]c2c1,-5,-0.6,2.9,0.6,i,-8,-4,1,5,0
CCc1ccccc1Nc1nc(N)nc(CSc2nnnn2C)n1,-1,-0.4,0.3,0.4,i,-2,-2,1,-1,-4
CC(=O)c1cccc(Nc2nc(-c3ccccc3)nc3ccccc23)c1,-27,-0.4,6.9,2.5,i,5,3,1,3,-3
CC(=O)CSc1nnc(-c2ccc3c(c2)OCO3)o1,-2,-0.8,0.3,0.5,i,-6,-2,0,-1,1
Cc1cccc(-n2c(SCC(=O)N3CCN(c4ccccn4)CC3)nnc2N2CCOCC2)c1,1,-0.2,-1.7,-0.2,i,3,4,2,5,-1
Cn1c(N)c(N2CCCCC2)c(=O)n(CC(=O)Nc2ccc(Cl)c(Cl)c2)c1=O,56*,-1.2,-0.8,0.5,i,2,-3,-5,2,-2
Cc1cc(-c2ccccc2)nc2cc(C(=O)N(Cc3ccccc3)Cc3ccccc3)nn12,-2,-0.4,6.5,1.1,i,14,6,1,6,10
NC(=O)C1CCN(C(=O)c2ccc(NS(=O)(=O)/C=C/c3ccccc3)cc2)CC1,0,0.5,-3.1,0.8,i,-3,nt,-2,0,-4
COCCNC(=O)C(NC(=O)C1CCC(C)CC1)C(C)C (configuration not stated),2,0.4,-1.1,-1.8,i,-3,-3,1,10,1
O=C(CSc1nnc(NC(=O)c2cccc(Br)c2)s1)NCC1CCCO1 (configuration not stated),1,0.5,1.5,1.9,i,-4,-2,-1,4,-2
COc1ccc(C(=O)Nc2ccc(NC(=O)c3cccs3)cn2)cc1,46*,-0.9,0.9,1.0,i,-2,-1,9,-2,1
Cc1c(C(=O)O)sc2nc3n(c(=O)c12)CCCCC3,3,-0.3,-0.5,0.6,i,-2,-2,1,-8,1
COc1ccc(C(=O)Nc2cccc(C(C)=O)c2)c(OC)c1OC,2,0.1,0.8,-0.7,i,0,1,1,0,1
C[C@@H]1CN([C@@H](C)CO)C(=O)CCCn2nncc2CO[C@@H]1CN(C)S(=O)(=O)c1ccc(Oc2ccccc2)cc1,6,-0.8,-1.6,-0.8,i,3,nt,5,-4,0
O=C(CNC(=O)c1cccs1)c1ccc(Br)cc1,3,-0.2,0.3,-1.3,i,-2,-9,-2,-1,0
O=C(Nc1ccc(C(=O)OC[C@@H]2CCCN3CCCC[C@H]23)cc1)c1cccc(Br)c1,-4,-0.2,1.3,0.0,i,-2,-4,-3,-2,-2
COc1ccccc1OCCOc1ccc(/C=C2\C(=N)N3N=C(C)SC3=NC2=O)cc1,2,0.5,1.8,-0.1,i,29*,-7,0,4,4
O=c1ccccn1CCOc1ccc(Cl)cc1,1,-0.8,-0.7,2.0,i,-9,-8,1,0,2
Nc1nnc(SCC(=O)NCCOc2ccccc2)s1,0,-1.7,-1.2,-0.4,i,-3,-7,1,-2,-12
CN(CC1COCCO1)C(=O)c1cc(COc2c(F)cccc2F)on1 (configuration not stated),-11,-0.7,-1.4,0.6,i,-3,-5,1,0,-1
COc1ccc(OC)c(NC(=O)CCNC(=O)N2CC(=O)Nc3ccccc32)c1,1,-0.5,-1.0,-0.3,i,-3,nt,7,-1,-2
Brc1ccc(-c2nn3c(Cc4ccccc4)nnc3s2)o1,-18,-0.7,0.5,0.5,i,0,6,1,-1,3
CCOc1ccc(C2=Nc3ccc(Br)cc3C(c3ccc(N4CCOCC4)cc3)=NN2)cc1,-8,-0.7,2.0,0.5,i,19,-5,-2,-11,3
CCCNC(=O)Cn1cnc2sc(C(=O)N3CCCC(C(=O)OCC)C3)c(C)c2c1=O (configuration not stated),0,-1.1,-0.3,nt,i,0,-5,0,-2,-3
Cc1ccc(S(=O)(=O)NCC2COc3ccccc3O2)cc1 (configuration not stated),1,-0.5,0.6,-0.6,i,-3,-8,-1,4,0
O=C(CSc1nnc(-c2ccccc2F)o1)Nc1ccc(N2CCOCC2)cc1,1,0.0,-0.7,-0.2,i,4,-8,7,-6,-1
COc1ccc(S(=O)(=O)c2c(O)cc(C)c(NS(=O)(=O)c3ccccc3)c2C)cc1,8,1.5,3.8,0.4,i,-4,-14,-6,8,-2
C=CC(C)(C)c1[nH]cnc1/C=C1\NC(=O)C(C(C)C)NC1=O (configuration not stated),3,-1.8,0.2,2.6,i,-4,-4,-5,0,-3
O=c1[nH]c(C2CCN(S(=O)(=O)c3ccc(S(=O)(=O)NC4CC4)cc3)CC2)nc2c1nnn2Cc1ccc(F)cc1,1,1.3,1.7,2.7,i,14,-7,-4,2,-2
COc1ccc2c(c1)OC(O)(C(F)F)CC2=O (configuration not stated),1,-1.1,-3.1,-0.3,i,-1,0,5,1,-2

An unsorted share of the library, and some 3.9% of all compounds hit somewhere here.
